PP5 inh – blocks human protein phosphatase 5 activity; P53041; purified PP5c, OMFP substrate fluorescence; inhibition, % at 6.7 µM; 0.18% of 320,000 active; AID 1987;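 active means inhibition above the campaign's mean inhibition across all tested compounds plus 3 SD, cut at about 9.5% in these data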;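 further: 0% = DMSO only and 100% = 100 µM cantharidin control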
HCV core dimer – blocks dimerization of HCV core protein; TR-FRET GST/Flag-core106 dimerization, 1536-well; inhibition, % at 5 µM; 0.33% of 300,000 active; AID 1899;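 active means inhibition above the mean of all tested compounds plus 3 SD, set per screening campaign, cut at about 45% in these data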
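Assay system – GST-tagged and Flag-tagged HCV core protein residues 1-106 · Quantity – core106 proteins, GST 13.5 nM and Flag 17 nM · Benchmarks – unlabelled core106 and no-GST-core106 wells · Read-out basis – percent inhibition of core106 dimerization signal · Detection – time-resolved FRET, ex 340 nm, em 617 and 671 nm · Schedule – 4 h at 22.5 °C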
GRK2 aptamer HTS – blocks RNA aptamer binding to human GRK2. 0.59% of 330,000 active. P25098. AID 488847. bead flow cytometry, FAM-aptamer displacement from GRK2. inhibition of aptamer binding, % at 10 µM;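 active means inhibition of aptamer binding above 40%, roughly 3 SD of noise, on plates passing a quality check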;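 further: median bead fluorescence of bound FAM aptamer so fluorescent compounds give negative values; no value below 0 was filed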
Target sequence (P25098 whole entry, looked up): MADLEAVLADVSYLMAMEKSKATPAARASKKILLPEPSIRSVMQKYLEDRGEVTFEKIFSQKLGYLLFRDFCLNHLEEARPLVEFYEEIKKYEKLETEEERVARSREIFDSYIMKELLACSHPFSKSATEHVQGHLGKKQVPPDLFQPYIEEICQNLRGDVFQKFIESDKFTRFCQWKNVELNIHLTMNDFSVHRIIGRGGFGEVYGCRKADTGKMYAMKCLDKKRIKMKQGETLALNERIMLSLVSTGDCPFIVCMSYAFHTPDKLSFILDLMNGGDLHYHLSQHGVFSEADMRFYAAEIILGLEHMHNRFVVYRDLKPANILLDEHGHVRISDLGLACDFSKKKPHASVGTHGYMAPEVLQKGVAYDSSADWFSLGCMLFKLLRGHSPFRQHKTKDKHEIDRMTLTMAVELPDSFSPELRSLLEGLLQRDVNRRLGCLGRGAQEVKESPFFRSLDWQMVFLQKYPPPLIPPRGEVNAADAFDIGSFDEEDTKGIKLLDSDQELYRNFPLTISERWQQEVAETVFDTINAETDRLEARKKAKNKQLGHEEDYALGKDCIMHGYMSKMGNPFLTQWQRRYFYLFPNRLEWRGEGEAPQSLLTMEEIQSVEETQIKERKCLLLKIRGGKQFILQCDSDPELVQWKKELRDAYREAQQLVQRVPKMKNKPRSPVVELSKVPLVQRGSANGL
procasp7 counter – activates human procaspase-7, counter-screen for procaspase-3 activators | 0.093% of 330,000 active | AID 463210 | activation, % at 8.5 µM | recombinant procaspase-7, Ac-DEVD-pNA absorbance 405 nm; D23A/D198A/D206A triple mutant, cannot self-cleave; scale: DMSO 0, 5 µM enzyme 100 | P55210;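 active means percent activation above the screen-wide mean plus 3 SD, cut at about 25% in these data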
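Assay system: Uncleavable procaspase-7 mutant enzyme; Input: 2 µM procaspase-7 mutant as dispensed; Also added: DEVD-pNA substrate; Medium: Zinc-free HEPES pH 7.4 with 300 mM NaCl, 0.01% Triton X-100; Timing: 1 h compound preincubation, 2 h substrate cleavage, 25 °C; Measured by: Epi-absorbance of released pNA at 405 nm, two timepoints.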
PP1 inh – PP1-alpha (human) inhibition in PP5 counter-screen; P62136; purified PP1alpha, OMFP fluorescence; inhibition, % at 6.7 µM; 0.9% of 320,000 active;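 active means inhibition above the mean inhibition of all tested compounds plus 3 SD, computed separately for each screening campaign, cut at about 15% in these data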
JMJD2C inh – blocks human GASC-1 demethylase activity. inhibition, % at 2.35 µM. 0.069% of 330,000 active. GST-JMJD2C(1-420) H3K9me3 demethylation, DELFIA europium;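 active means more than half of a compound's replicate wells show inhibition beyond 50%, single wells judged on their own value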;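 further: signal counts dimethyl H3K9 product captured on neutravidin plate; 0% = median of DMSO wells and 100% = 0.3 times that DMSO median; strong numbers were not always called active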
Target sequence (Q9H3R0 1-420 limits assumed): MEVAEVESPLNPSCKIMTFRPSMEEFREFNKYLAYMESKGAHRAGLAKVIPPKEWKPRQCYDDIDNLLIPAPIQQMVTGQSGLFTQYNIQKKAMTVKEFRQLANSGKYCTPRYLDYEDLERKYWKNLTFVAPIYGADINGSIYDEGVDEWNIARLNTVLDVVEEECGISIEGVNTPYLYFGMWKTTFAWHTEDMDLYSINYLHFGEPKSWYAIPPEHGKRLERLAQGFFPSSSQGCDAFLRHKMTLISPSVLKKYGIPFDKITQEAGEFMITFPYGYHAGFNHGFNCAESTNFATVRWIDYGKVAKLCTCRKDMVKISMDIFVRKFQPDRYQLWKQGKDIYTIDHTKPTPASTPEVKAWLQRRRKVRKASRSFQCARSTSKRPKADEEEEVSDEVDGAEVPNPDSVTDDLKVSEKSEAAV
VLA-4 inh – inhibition in a human VLA-4 binding assay. P13612. VLA-4 expressing cells, ligand binding flow cytometry. inhibition, % (about 7 µM as worked out from the volumes in the protocol). 0.2% of 330,000 active; in the data active means inhibition above about 50%
proCasp3 act – activators of human procaspase-3; P42574; recombinant procaspase-3 D3A, Ac-DEVD-pNA absorbance 405 nm; activation, % at 8.5 µM; 0.11% of 330,000 active; AID 463141;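 active means activation above the mean of all tested compounds plus 3 SD, cut at about 21% in these data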;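 further: 0% = DMSO alone and 100% = DMSO wells spiked with extra 5 µM PC-3 D3A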
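material = Procaspase-3 D3A mutant | probe or stimulus = Ac-DEVD-pNA | compound = single dose, 8.5 µM nominal compound, 0.8% DMSO | timing = 1 h preincubation, 2 h reaction | measured by = 405 nm absorbance of p-nitroaniline, reads at 0 and 120 min | benchmarks = DMSO-only low control, 5 µM PC-3 D3A high control | repeats = singlicate, each compound tested once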
CTSL1 counter – blocks F. hepatica cathepsin L1 in PFM18AAP counter-screen; recombinant F. hepatica cathepsin L1, Z-Leu-Arg-MCA fluorescence; inhibition, % at 5.96 µM; 0.49% of 300,000 active; AID 1906;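 active means inhibition above the mean of all tested compounds plus 3 SD, set per screening campaign, cut at about 17% in these data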;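 further: 0% = plate median of test compound wells and 100% = 1 µM Z-Phe-Ala-diazomethylketone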
An asterisk follows results filed as active; x = no result given.

SMILES	PP5 inh	HCV core dimer	GRK2 aptamer HTS	procasp7 counter	PP1 inh	JMJD2C inh	VLA-4 inh	proCasp3 act	CTSL1 counter
CCOC(=O)Cc1csc(NC(=S)NC(=O)C(C)(C)C)n1	2.5	-10	0	9	-1	-13	11	-10	-2
Cc1ccc(NC2CCCN(C(=O)c3ccnc(Cl)c3)C2)cc1C (configuration not stated)	0.7	-4	3	-2	-1	0	6	2	1
CCc1nnc(NC(=O)CSc2nnc(CNC(=O)c3ccc(OC)c(OC)c3)o2)s1	-1.0	2	1	-14	4	24	32	-2	-4
CCN(CC)CCNC(=O)/C(=C/c1cn(C)c2ccccc12)NC(=O)c1ccc(OC)c(OC)c1	0.5	-6	0	1	2	-8	18	10	4
CCCn1c(=O)[nH]c(=O)c2c1nc(-c1ccc(OC)c(Br)c1)n2CCOC	-5.2	7	0	1	0	-32	16	0	2
CC(=O)C1=C(C)N(Cc2ccccc2)C(=O)N[C@H]1c1ccco1	-1.8	5	0	-18	2	-2	-39	-2	-1
Cc1ccc(N2C(=O)C(NC(=O)c3c(F)cccc3F)(C(F)(F)F)C3=C2CC(C)(C)CC3=O)cc1 (configuration not stated)	-0.2	-2	1	5	-2	14	20	4	3
COc1cc(OC)c(CN2CCC(CO)(CCOc3ccccc3)CC2)c(OC)c1	6.2	-6	0	-2	3	-8	37	10	2
Cn1c(CNC(=O)c2ccccc2)nnc1SCC(=O)N1CCN(c2ccccc2)CC1	4.7	-2	0	5	-3	7	7	-2	1
Cc1ccc(C(=O)Nc2cccc(S(=O)(=O)N3CCCC3)c2)o1	1.7	x	3	-9	-3	-8	-21	5	x
COc1ccccc1C(=O)NCC(=O)OCC(=O)Nc1ccc2[nH]c(=O)[nH]c2c1	0.9	-20	0	5	0	51	3	9	-16
O=C(C1CCCN(Cc2cccnc2)C1)N1CCCCC1 (configuration not stated)	2.0	-8	0	4	0	6	31	-2	-1
COc1ccc(Nc2nnc(Cc3ccccc3)c(=O)[nH]2)c(OC)c1	-6.6	-10	7	-6	1	16	3	6	-3
CN(C)CCC(=O)c1cccc(Br)c1	2.5	-2	1	-10	6	4	10	-2	11
COCCn1c(=O)[nH]c2cc(C(=O)Nc3nnc(C)s3)ccc21	-1.6	-5	4	0	-6	1	6	1	-2
Cc1nn(Cc2ccc(C(=O)O)o2)c(C)c1[N+](=O)[O-]	-0.7	0	1	9	-2	-15	7	4	-2
O=S(=O)(Nc1cc(S(=O)(=O)N2CCOCC2)ccc1N1CCCC1)c1cccs1	-1.4	-1	0	2	-1	-22	-2	6	-1
C/C(=N\NS(=O)(=O)c1ccc([N+](=O)[O-])cc1)c1ccc(NC(=O)c2ccco2)cc1	1.4	5	1	-7	0	5	5	-5	2
CCC1(CC)NC(=O)N(CC(=O)OCc2nc3cc(C(=O)OC)ccc3c(=O)[nH]2)C1=O	1.9	x	0	-3	-2	3	6	-1	x
CN1C(=O)CC(C(=O)Nc2ccc(F)cc2)SC1=Nc1ccc2c(c1)OCO2 (configuration not stated)	0.8	13	2	9	1	-34	2	6	-1
CNC[C@H]1Oc2c(NS(=O)(=O)c3ccc(F)cc3)cccc2C(=O)N([C@H](C)CO)C[C@@H]1C	x	x	2	-3	x	6	17	8	x
COc1cccc(NC(=S)N(Cc2ccco2)C(C)c2ccco2)c1 (configuration not stated)	0.3	-6	2	-14	5	6	3	-5	-1
Nc1nonc1-n1nnc(C(=O)N/N=C/c2ccc(OCc3ccccc3)cc2)c1COc1ccc(F)cc1	-1.0	16	0	2	-2	-10	6	1	2
CC(Oc1ccc(Br)cc1)C(=O)NNC(=O)CCN1CCN(c2ccccc2)CC1 (configuration not stated)	0.0	-7	0	8	-3	3	17	2	-5
NC(=O)c1ccc(NC(=O)COC(=O)CC(NC(=O)c2ccccc2Cl)c2ccccc2)cc1 (configuration not stated)	2.1	9	1	-3	-3	1	7	7	-8
COc1ccccc1OCC(=O)NNc1c2ccccc2nc2ccccc12	1.5	-18	2	-3	0	-43	12	-8	1
O=C(Cc1cccs1)N1CCN(S(=O)(=O)c2ccc(F)cc2)CC1	3.2	-8	3	-1	-2	-3	19	2	-5
COc1cccc([C@@H]2CC=C(C(=O)O)[C@H](c3ccc(C)cc3)N2S(=O)(=O)c2ccc(C)cc2)c1	x	x	0	0	x	x	-6	4	x
O=C(O)CSc1nnc(-c2cc3ccccc3o2)n1-c1ccccc1	0.0	1	4	-3	-1	4	-5	3	3
CCOC(=O)C(NC(=O)CC)(Nc1sc2c(c1C(=O)OC)CCN(C)C2)C(F)(F)F (configuration not stated)	-0.1	0	0	3	-1	1	-13	-2	-1
CCOc1ccc(N2CC(O)(c3cccs3)[N+]3=C2CCCC3)cc1 (configuration not stated)	0.3	-1	1	0	-1	-1	13	11	0
CCCCCC(=O)N1CCN(CCN=CC2=C(O)CC(c3ccc(OC)cc3)CC2=O)CC1 (configuration not stated)	-1.1	4	1	3	1	-23	-1	1	-5
Cc1nnc(NC(=O)C2(c3ccccc3)CCOCC2)s1	0.1	6	0	0	-4	-5	7	-4	-8
O=C(CCN1C(=O)c2ccccc2S1(=O)=O)Nc1cccc(F)c1	-0.1	-4	0	-3	-2	1	8	8	2
Cc1sc2ncn(CC(=O)NCCc3ccccc3)c(=O)c2c1C	-0.6	2	0	9	-5	5	8	2	1
CC(OC(=O)CN1C(=O)c2ccccc2C1=O)C(=O)N(C)c1ccccc1 (configuration not stated)	0.9	-2	2	1	1	8	-4	-5	0
COc1ccc(/C=C/C(=O)NCCCc2ccccc2)cc1	3.1	3	0	4	-3	2	3	17	2
COC(=O)C1=C(C)NC(=O)NC1c1ccco1 (configuration not stated)	-1.5	-1	3	0	-4	-28	2	2	0
COCc1cc(CNC(=O)C2CCC(=O)N(Cc3ccccc3OC)C2)[nH]n1 (configuration not stated)	-0.9	-6	0	11	-5	7	16	-2	-4
CCCCC(=O)NNC(=S)NC(=O)c1ccc(C)cc1	-0.1	2	3	-19	-3	-23	1	-8	0

Record cards (already shown):
COCc1cc(CNC(=O)C2CCC(=O)N(Cc3ccccc3OC)C2)[nH]n1 (configuration not stated) in the list: PP5 inh = -0.9; HCV core dimer = -6; GRK2 aptamer HTS = 0; procasp7 counter = 11; PP1 inh = -5; JMJD2C inh = 7; VLA-4 inh = 16; proCasp3 act = -2; CTSL1 counter = -4
O=C(CCN1C(=O)c2ccccc2S1(=O)=O)Nc1cccc(F)c1 in the list: PP5 inh = -0.1; HCV core dimer = -4; GRK2 aptamer HTS = 0; procasp7 counter = -3; PP1 inh = -2; JMJD2C inh = 1; VLA-4 inh = 8; proCasp3 act = 8; CTSL1 counter = 2

The listing continues:
SMILES	PP5 inh	HCV core dimer	GRK2 aptamer HTS	procasp7 counter	PP1 inh	JMJD2C inh	VLA-4 inh	proCasp3 act	CTSL1 counter
Cc1ccc(C)c(N2CC(O)(c3cccs3)[N+]3=C2CCCC3)c1 (configuration not stated)	-0.9	0	2	10	-5	5	-10	4	1
CC(=O)Nc1ccc(Nc2ncnc3c2cnn3-c2ccccc2)cc1	4.4	3	0	8	-3	-8	10	5	-1
O=C(NCCn1cccn1)C1CCC(=O)N(CCc2ccc(Cl)cc2)C1 (configuration not stated)	-0.2	3	2	1	0	-3	-17	2	4
Cc1c(C(=O)c2cccc([N+](=O)[O-])c2)c2ccccn2c1CCC#N	3.2	-13	0	2	7	2	-34	2	4
CCOc1ccccc1C(=O)Nc1cc(C)ccc1NC(=O)c1ccco1	-0.6	-2	1	3	0	0	5	-1	7
CC(=O)N1CCN(C(=O)c2cccc(S(=O)(=O)NCc3ccccc3)c2)CC1	-0.5	0	0	4	-2	0	4	-4	-7
Cc1ccc(NC(=O)CCNC(=O)c2ccco2)cc1Cl	3.4	6	0	1	2	-26	-11	-10	0
Cn1cc(CCNCc2cn[nH]c2-c2ccc(-c3ccccc3)cc2)cn1	0.3	0	0	11	-9	3	6	-6	-1
O=C(CCC1CCCC1)Nc1cc(C(F)(F)F)ccc1N1CCOCC1	2.6	-6	1	4	17*	12	10	6	4
O=C(CSc1nc(=O)[nH]c2c1CCCC2)Nc1ccc(F)cc1F	-0.2	0	0	6	-5	-7	21	1	2
O=C(Nc1ccccc1-c1ccccc1)NC1CCN(C(=O)N2CCOCC2)CC1	2.6	-1	4	7	-7	5	-8	7	-4
COC(=O)c1c(C(=O)OC)c(-c2cccc(C)c2)n2c1CS(=O)C2 (configuration not stated)	1.9	-1	2	5	-1	7	4	1	-3
CCCc1nn2c(=O)cc(CSCC(=O)Nc3nnc(C(C)C)s3)nc2s1	-2.9	-8	1	11	-1	-5	12	1	-1
O=C(CCc1ccccn1)N1CCCC(CNS(=O)(=O)c2cccs2)C1 (configuration not stated)	-2.2	3	0	-8	-1	-9	-19	1	-1
Cc1cc(C)c(NC(=O)CN(C)CC(=O)N(C)CC(=O)Nc2c(Cl)cccc2Cl)c(C)c1	2.6	x	0	5	-3	x	10	-7	x
CCOC(=O)C(CC)Sc1nc2c(cnn2-c2ccc(F)cc2)c(=O)[nH]1 (configuration not stated)	3.4	8	13	-2	1	-27	2	3	5
COc1ccc(Cl)cc1NC(=O)/C=C\C(=O)O	2.1	-3	3	-1	-2	-4	-4	17	-4
Cc1ccc(S(=O)(=O)c2cc3c(=O)n4ccccc4nc3n(CC3CCCO3)c2=N)cc1C (configuration not stated)	2.9	-3	2	-17	3	-1	17	-20	-1
Cc1ccc(NC2CCCN(C(=O)C3CCCCC3)C2)cc1C (configuration not stated)	-2.8	-17	1	-1	-1	2	2	-7	-5
CC(C)C(NS(=O)(=O)c1ccccc1F)C(=O)N1CCc2ccccc2C1 (configuration not stated)	-0.3	10	2	-3	0	13	36	10	3
CC(C)c1c(O)nc(SCCN2CCOCC2)[nH]c1=O	2.8	6	3	-16	0	-17	4	3	-3
CC(=O)c1cccc(OCC(=O)Nc2cc(S(=O)(=O)N3CCOCC3)ccc2N2CCCC2)c1	-2.1	2	0	0	6	-6	-5	8	0
CCOCCCNC(=S)N1CCN(CC)CC1	1.9	-5	0	10	-2	-4	13	-1	-2
Cc1ccc(Nc2nc(C(=O)N3CCC(C(=O)NCc4ccccc4)CC3)cs2)cc1	1.7	4	1	0	1	-8	2	16	0
COc1ccc(S(=O)(=O)N2CCCCC2)cc1NC(=O)c1ccc2ccccc2n1	2.9	-5	0	5	-1	-1	11	2	-5
CCOC(=O)C1(Cc2cccc(OC)c2)CCN(Cc2cccc3c2OCO3)CC1	0.7	0	1	1	6	16	-11	4	-1
CCOC(=O)C1=C(COC(=O)c2cccc(Br)c2)NC(=O)NC1C (configuration not stated)	-2.0	1	2	11	-4	20	11	5	2
Clc1ccc(N2CCN(/N=C/c3ccncc3)CC2)cc1	-0.7	4	1	0	-2	6	-3	4	-1

Screening data deposited in PubChem BioAssay by several laboratories.

No enrichment for hits. About 2.6% of those tested had a hit in this group.
